# NSD2 block = inhibitors of human NSD2, primary screen, biochemical, plate reader, single point; NSD2-SET H3K36me1 DELFIA fluorescence; inhibition, % at 12.5 µM; hit rate 0.07% among 44,000; AID 624260, 2012; in the data active = inhibition above about 54%, passing the limit was not always enough;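 note: inhibitors reduce the monomethyl H3K36 fluorescence signal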
# An asterisk follows results filed as active.
Molecule	NSD2 block
CC(C)=CCOc1c2ccoc2cc2oc(=O)ccc12	3
CCC(NC(C)C)C(O)c1ccc(O)c2[nH]c(=O)ccc12 (stereo not drawn)	3
N#Cc1ccc(C(c2ccc(C#N)cc2)n2cncn2)cc1	-7
COc1ccc(C[C@H]2COC(=O)[C@@H]2Cc2ccc(O[C@@H]3O[C@H](CO)[C@@H](O)[C@H](O)[C@H]3O)c(OC)c2)cc1OC	3
COc1ccc([C@H]2CNC(=O)C2)cc1OC1CCCC1	-2
O=c1cc(-c2ccc(O)cc2)oc2cc(OC3OC(CO)C(O)C(O)C3OC3OCC(O)(CO)C3O)cc(O)c12 (stereo not drawn)	22
Nc1ccc(-c2cccc3c(=O)cc(N4CCOCC4)oc23)cc1	-6
COc1ccc(C2CNC(=O)C2)cc1OC1CCCC1 (stereo not drawn)	1
COc1cc2ncn(-c3cc(OCc4ccccc4C(F)(F)F)c(C(N)=O)s3)c2cc1OC	-4
NC(=O)N1C(=O)C(C(=O)c2cccs2)c2cc(Cl)ccc21 (stereo not drawn)	-10
C=CCn1c(=O)n(C2OC(CO)C(O)C2O)c2nc(N)[nH]c(=O)c21 (stereo not drawn)	2
COc1nccc(-c2c(-c3ccc(F)cc3)ncn2C2CCC(O)CC2)n1 (stereo not drawn)	0
Cc1ccc(=O)n(-c2ccccc2)c1	1
C[N+]1(C)CCC(=C(c2ccccc2)c2ccccc2)CC1	-3
Cc1ccc(N(CC2=NCCN2)c2cccc(O)c2)cc1	4
Oc1ccc(C2CNCCc3c2cc(O)c(O)c3Cl)cc1 (stereo not drawn)	3
CN(C)CCCC1(c2ccc(F)cc2)OCc2cc(C#N)ccc21 (stereo not drawn)	-3

# Quoted from the listing, 7 compounds:
Molecule	NSD2 block
COc1cc2ncn(-c3cc(OCc4ccccc4C(F)(F)F)c(C(N)=O)s3)c2cc1OC	-4
NC(=O)N1C(=O)C(C(=O)c2cccs2)c2cc(Cl)ccc21 (stereo not drawn)	-10
C=CCn1c(=O)n(C2OC(CO)C(O)C2O)c2nc(N)[nH]c(=O)c21 (stereo not drawn)	2
COc1nccc(-c2c(-c3ccc(F)cc3)ncn2C2CCC(O)CC2)n1 (stereo not drawn)	0
Cc1ccc(=O)n(-c2ccccc2)c1	1
C[N+]1(C)CCC(=C(c2ccccc2)c2ccccc2)CC1	-3
Cc1ccc(N(CC2=NCCN2)c2cccc(O)c2)cc1	4

# Source: PubChem BioAssay (Broad Institute)

# Some of the compounds tested; the hit share may differ from the screen's.
